# High-throughput results (PubChem BioAssay)
# SENP8 inh = blocks human SENP8 cleavage of Nedd8 substrate | AID 602440 | inhibition, % at 20 µM | recombinant SENP8, Nedd8 substrate fluorescence | 360,000 tested, 0.64% active; in the data active = inhibition mostly above about 40%, no sharp cut-off; inactive = mostly below about 27%
# Target sequence (Q96LD8 whole entry, looked up): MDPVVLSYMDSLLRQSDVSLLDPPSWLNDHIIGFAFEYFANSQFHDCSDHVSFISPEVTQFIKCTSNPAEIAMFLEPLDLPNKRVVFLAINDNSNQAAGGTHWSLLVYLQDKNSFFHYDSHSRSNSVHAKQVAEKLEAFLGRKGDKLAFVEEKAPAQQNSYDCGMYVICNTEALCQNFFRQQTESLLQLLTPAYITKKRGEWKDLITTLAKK
# SENP1 inh = SENP1 (human) catalytic domain inhibition. Q9P0U3. recombinant SENP1 catalytic domain, CyPet-SUMO1-YPet FRET cleavage. inhibition, % at 10 µM. 360,000 tested, 0.21% active. AID 624204;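 active = inhibition at least 30% at 10 µM, raw YFP signal under a set limit, fluorescence ratio 0.5 to 1.5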;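 also: 0% = enzyme with DMSO and 100% = no enzyme wells; some results filed as inactive read as strong as hits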
# Target sequence (Q9P0U3 419-644 limits assumed): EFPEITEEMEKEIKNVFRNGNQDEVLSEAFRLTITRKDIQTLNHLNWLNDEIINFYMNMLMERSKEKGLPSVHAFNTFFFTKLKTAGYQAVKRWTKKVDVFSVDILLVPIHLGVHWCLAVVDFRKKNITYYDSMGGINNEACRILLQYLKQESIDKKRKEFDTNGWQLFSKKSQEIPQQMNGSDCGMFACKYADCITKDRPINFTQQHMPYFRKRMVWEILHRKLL
#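 Compound: 10 µM single point, 0.5% DMSO; Test system: hSENP1 catalytic domain, recombinant; Timing: 50 min reaction at room temperature; Technique: FRET, CFP and YFP emission; Control set: no-enzyme wells low, DMSO-plus-enzyme wells high control.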
# * marks the source's active call; other numbers are inactive results. Not all compounds are listed; rates above refer to the full screens.
canonical_smiles,SENP8 inh,SENP1 inh
Cc1ccc(C(=O)NCC(c2ccc(F)cc2)N2CCOCC2)cc1S(=O)(=O)N1CCOCC1 (configuration not stated),1,-1
CCCCN1CC(COCc2ccccc2)Oc2cccc(Oc3ccc(C(C)C)cc3)c2S1(=O)=O (configuration not stated),-34,-1
CCCCCC(=O)N1C[C@@H](O)[C@H](n2cc(C3CC3)nn2)C[C@@H]1c1ccc(OC)cc1,5,0
CC[C@H]1c2[nH]c3ccc(C(C)C)cc3c2[C@@H]2CCN3C(=O)CCC[C@H]1[C@H]23,-36,-54
CC(C)CNc1ncnc2c1ncn2[C@H]1CN(Cc2ccc(C(=O)O)cc2)C[C@@H](CO)O1,-1,3
COc1cc(CN2C[C@@H](CO)O[C@@H](n3cnc4c(N(C)C)ncnc43)C2)cc(OC)c1OC,3,-1
CCCCCc1ccc2cc(C#N)ccc2n1,14,1
COC1OC2COC(c3ccccc3)OC2C(OC(C)=O)C1OC(C)=O (configuration not stated),12,1
Cc1ccc(S(=O)(=O)N2[C@@H](Cc3ccccc3)CO[C@H]2CC(=O)OCc2ccccc2)cc1,15,1
C[C@@H]1CN([C@H](C)CO)C(=O)c2cc(Br)cnc2O[C@@H]1CN(C)C(=O)c1ccccc1,15,1
Cn1cc(-c2coc3c(C(=O)Nc4ccccc4)cccc23)cn1,1,-1
COC(=O)c1cccc2c1C(=O)c1cc([N+](=O)[O-])ccc1-2,12,1
CCc1nc2c(OCC(=O)c3ccc(F)cc3)cccn2c1N(C)C(=O)C(C)C,-8,-1
C[C@H]1CN([C@@H](C)CO)C(=O)CCCn2nncc2CO[C@@H]1CN(C)S(=O)(=O)c1cccc(F)c1,11,2
CC(C)C[C@@H](CN1CCCC1CN1C(=S)NC[C@@H]1Cc1ccccc1)N1C[C@H](Cc2ccccc2)N(CC2CCCCCC2)C1=S (some centres not stated),12,-7
CCCn1c(C)cc(/C=C(\C#N)C(=O)OCC(=O)N(CC)c2c(N)n(Cc3ccccc3)c(=O)[nH]c2=O)c1C,-122,-4
CCOC(=O)[C@]12CCC=C1N(Cc1ccccc1)C(=O)[C@H](CC(=O)NCc1ccc(C)o1)C2,10,-2
Nc1ccc2c(c1)C(=O)c1cc([N+](=O)[O-])ccc1-2,36,12
COc1cc(C=NNC(=O)C(=O)Nc2cccc(Cl)c2)cc(OC)c1O,-34,10
COC(=O)CCC(=O)N1CCC(Oc2cccc(C(=O)NCc3ccccn3)c2)CC1,6,0

# (more compounds)
canonical_smiles,SENP8 inh,SENP1 inh
Cc1c(C(=O)NCCC#N)sc(=O)n1Cc1ccc(F)cc1,0,-1
CCCn1c(SCC(=O)c2ccc3c(c2)OCCO3)nc2c1c(=O)n(C)c(=O)n2C,5,0
C=CCN1CCN(c2ccncc2S(=O)(=O)N2CCN(C)CC2)CC1,9,-2
COC1=CC(=O)OC(c2ccccc2)C1 (configuration not stated),20,2
CCOC(=O)C1=C(Nc2ccccc2)CSC1,28,-1
C[C@H](CO)N1C[C@H](C)[C@H](CN(C)C(=O)Nc2ccc(C(F)(F)F)cc2)OCc2cnnn2CCCC1=O,11,1
COc1ccc(C(CNC(=O)C(C)Sc2ccccc2)N2CCOCC2)cc1 (configuration not stated),-3,-1
CC(C)c1ccc(CN2CCC(n3nccc3NC(=O)C3CCCC3)CC2)cc1,22,2
COc1ccc(Cl)cc1-c1cc(C(=O)Nc2ccccc2)[nH]n1,23,0
CCCNC(=O)c1cc(C2CCCCN2C(=O)c2cc(C(C)(C)C)nn2C)on1 (configuration not stated),5,1
CCc1ccc2c(c1)NC(=O)C2(C)Cc1ccccc1C#N (configuration not stated),3,-3
CCCC(=O)N1CCC1(C)C(=O)NS(=O)(=O)c1cc(C)ccc1F (configuration not stated),10,1
COc1cc(OC)c(OC)cc1/C=C1\CC(C)C/C(=C\c2cc(OC)c(OC)cc2OC)C1=O (configuration not stated),12,-12
CN(C)c1ccc(NC(=O)Nc2nnc([C@H]3C[C@H](O)[C@@H](CO)O3)s2)cc1,14,0
CC(=O)Oc1ccc(C23c4ccccc4C2(OC(C)=O)c2cc(OC(C)=O)ccc23)cc1 (configuration not stated),-470,-35
C[C@@H]1COc2cccc(N(C)CCO)c2S(=O)(=O)N1,6,-1
COC(=O)[C@]12CCCCC=C1N(CCC1=CCCCC1)C(=O)[C@H](CC(=O)NCc1cccc3ccccc13)C2,6,0
NC(=S)NN=C1CCC2(CCCCC2)CC1,2,-1
CC(C)(C)OC(=O)C(Cl)(C(=O)OC(C)(C)C)c1ccc2nnnn2n1,5,-1
O=S1(=O)C[C@@H](N2CCN(c3ccccn3)CC2)[C@H](COCc2ccccc2)N1,9,-1

# Following part
canonical_smiles,SENP8 inh,SENP1 inh
Cn1nc(C(C)(C)C)cc1NC(=O)C1(C)CCN1C(=O)CCc1ccccc1 (configuration not stated),17,1
Cc1cccc(OCC(=O)NNC(=O)CCc2ccccc2)c1,13,0
CCN(CC)C(=O)C1=C(C)N(CCC2=CCCCC2)C(=O)C(CC(=O)NCc2ccco2)C1 (configuration not stated),-20,1
C[C@@H]1Cn2cnc(C(=O)Nc3ccccc3)c2C(=O)N1,5,-2
CCCc1c(-c2ccccc2F)ncn1Cc1ccccc1OC,3,-1
Nc1nnc2cc(F)ccc2n1,13,-4
S=c1[nH]ncn1/N=C/c1ccco1,3,0
Cc1ccc(NC(=O)[C@@H]2O[C@H](CO)[C@@H](O)[C@H]2O)cc1C(F)(F)F,10,1
CC(C)(C)C(=O)N1CCC2CC1c1cc(Cl)ccc12 (configuration not stated),7,2
COc1ccc(Cc2c(C3CCCCC3)nc3ccc(Br)cn23)c(C)c1,-12,12
COc1ccc([C@H]2C[C@@H](O)[C@H](n3cc(COC(=O)c4ccccc4)nn3)CN2CC2CCCCC2)cc1,-3,-3
Cc1cc(N2CCOCC2)n2ncc(-c3ccccc3Cl)c2n1,-264,3
CCCN(CC(=O)Nc1ccccc1C)C(=O)c1ccc(OCC(=O)N2CCOCC2)c(OCC)c1,7,0
COc1ccc(-c2noc(CCC(=O)Nc3cccc(C(=O)NC4CC4)c3)n2)cc1OC,20,1
Cn1c(=O)c2c(nc(SCC(=O)OCc3ccccc3)n2C)n(C)c1=O,16,2
O=C(NCCOc1ccccc1)C1CCN(C(=O)Nc2ccccc2)CC1,10,-2
Cc1ccc(CNc2nc(NC(C)C)nc3ccsc23)c(C)c1,-33,1
COc1ccc(NC(=O)c2cc(C3CCCCN3C(=O)CCCc3ccccc3)on2)c(C)c1 (configuration not stated),6,-2
CC1CCCCC1NC(=O)CSc1ncnc2sccc12 (configuration not stated),4,-1
CCCCN1CC(COCc2ccccc2)Oc2cccc(OCc3ccc(OC)cc3)c2S1(=O)=O (configuration not stated),-8,0

# Later entries:
canonical_smiles,SENP8 inh,SENP1 inh
COc1cc(NCCCn2cnc3c(OCc4ccccc4)ncnc32)cc(OC)c1OC,1,2
CSc1nc(O)c(Nc2ccccc2)c(=O)[nH]1,11,0
Cc1c(C(=O)NNC(=O)c2ccccc2O)oc2ccccc12,-13,1
Cc1ccc(C)c(N2CCN(c3ncnc4c3cnn4-c3ccccc3)CC2)c1,-7,-3
COc1ccc(C=C(NC(=O)c2ccccc2)C(=O)O)cc1OC,14,0
O=C1CSc2ccccc2N1,24,3
O=CNC1c2ccccc2CCc2ccccc21,-1,1
FC(F)(F)c1cccc(NC(=S)NC(c2ccccc2)c2ccccc2)c1,2,1
CCc1nc2ccc(C(=O)N(CC)CCN(C)C)cn2c1N(C=O)CCC(C)C,14,-1
O=C1NN(c2ccccc2)C(=O)/C1=C/c1ccc(-c2ccc(Cl)c(C(=O)O)c2)o1,-16,-22
CC(C)CN(C(=O)Cn1c(C(F)(F)F)nc2ccccc21)c1c(N)n(Cc2ccccc2)c(=O)[nH]c1=O,-12,-10
CCCCN1C(=O)C(CC(=O)NCCCN(C)C)CC(C(=O)N2CCCCCC2)=C1C (configuration not stated),11,0
COc1ccc(-c2cc3nc(C)cc(N4CCN(C(=O)c5cccnc5)CC4)n3n2)cc1,-233,1
CN(C(=O)c1cccc(NC(=O)Cc2ccc(NC(=O)C3CCN(C(=O)CCc4ccccc4)CC3)cc2)c1)C1CCC1,12,1
O=[N+]([O-])c1cc(Br)ccc1NS(=O)(=O)c1ccccc1,11,-1
O=c1nc2onnc2c(C=NO)[nH]1,8,0
CCCNC(=O)C1(C)CCN(C(=O)c2cc(F)ccc2C)C1 (configuration not stated),-3,1
CN(C)C(=O)c1cccc(-c2cnc3c(NC=O)cc(-c4cc(F)c(F)c(F)c4)cn23)c1,-286,-26
Cc1ccc(S(=O)(=O)NC[C@H]2O[C@@H](n3cnc4c(N)ncnc43)[C@H](O)[C@@H]2O)cc1,8,-1
COCCN(C(=O)COC(=O)C(C)(C)Oc1ccc(Cl)cc1)c1c(N)n(Cc2ccccc2)c(=O)[nH]c1=O,12,1

# Continued:
canonical_smiles,SENP8 inh,SENP1 inh
CN(C)CCCNC(=O)c1cccc(-c2ccc3nccn3c2)c1,17,-6
O=C(Nc1ccc(F)cc1)C(c1ccnc2ccccc12)N1CCN(CC(=O)N2CCCC2)CC1 (configuration not stated),7,0
CCc1c(Nc2ccccc2C)nc(N)[nH]c1=O,10,-1
O=S(=O)(Nc1cccnc1)c1cccnc1,0,-1
COc1cccc(CNc2nc3cc(-c4cccc(Cl)c4)sc3c(=O)n2C)c1OC,-160,0
C(=N\Nc1nc2ccccc2[nH]1)/c1ccc2c(c1)OCO2,-241,0
COc1ccc(NC(=O)Cn2ncc(Cl)c(Cl)c2=O)cc1S(=O)(=O)N1CCOCC1,12,2
Cc1ccc(N(CC(=O)N/N=C/c2cccc(Br)c2)S(C)(=O)=O)cc1,18,2
O=C(O)c1ccc([N+](=O)[O-])cc1Sc1ccsc1,14,-1
CCN(CC)C(=O)C1=C(C)N(Cc2ccc(C(C)(C)C)cc2)C(=O)C(CC(=O)NC2CCCCC2)C1 (configuration not stated),4,3
C[C@]12CC[C@H](O)CC1=CCC1C2CC[C@@]2(C)C1CC[C@@H]2NCc1ccccc1 (some centres not stated),11,2
O=C(c1ccccc1)N1CCCCC1,-3,1
COCCN(C(=O)c1ccc2c(c1)C(=O)N(c1ccccc1Cl)C2=O)c1c(N)n(CC(C)C)c(=O)[nH]c1=O,4,0
CCOC(=O)c1sc2nc3c(SCCC(=O)O)cc(C(=O)c4cc(OC)ccc4O)cn3c(=O)c2c1C,-95,-38
CC(C)CC1C(=O)N(Cc2cn(Cc3ccco3)nn2)CCS(=O)(=O)N1Cc1ccc(-c2ccncc2)cc1 (configuration not stated),1,-3
CN(Cc1ccccc1)C(=O)c1cnc(Cc2c[nH]c3ccccc23)c(I)c1,11,5
CC(NC(=O)c1cc(COc2ccc(-n3cncn3)cc2)on1)c1ccc(F)cc1 (configuration not stated),10,0
Cc1cc(C)c(C=NNc2nc3c([nH]2)c(=O)n(C)c(=O)n3C)c(C)c1,-497,1
CCOC(=O)C1=NOC2(C1)C(=O)Nc1c(Cl)cccc12 (configuration not stated),13,1
CC(C)=CCNc1ncnc2c1c(C#N)cn2C1OC(CO)C(O)C1O (configuration not stated),3,5

# Six records picked at random from the list so far, as already listed:
canonical_smiles,SENP8 inh,SENP1 inh
CC(NC(=O)c1cc(COc2ccc(-n3cncn3)cc2)on1)c1ccc(F)cc1 (configuration not stated),10,0
Cc1cc(C)c(C=NNc2nc3c([nH]2)c(=O)n(C)c(=O)n3C)c(C)c1,-497,1
CN(C)CCCNC(=O)c1cccc(-c2ccc3nccn3c2)c1,17,-6
COc1ccc(NC(=O)Cn2ncc(Cl)c(Cl)c2=O)cc1S(=O)(=O)N1CCOCC1,12,2
CCOC(=O)c1sc2nc3c(SCCC(=O)O)cc(C(=O)c4cc(OC)ccc4O)cn3c(=O)c2c1C,-95,-38
CN(Cc1ccccc1)C(=O)c1cnc(Cc2c[nH]c3ccccc23)c(I)c1,11,5

# (more compounds)
canonical_smiles,SENP8 inh,SENP1 inh
COc1ccc(C(C)=O)cc1Cn1c(C)c(C(=O)NCc2ccc(C(C)C)cc2)sc1=O,14,4
CCc1cc(-c2cnnn2Cc2ccc3ccccc3c2)ccc1-c1cn(CC(C)C)nn1,9,-2
Cc1ccc2c(c1)S(=O)(=O)N(C)C(c1ccccc1)=C2,-1,-2
CCCCNC(=O)c1cc(-c2ccccc2)sc1N,-116,-10
CCOC(=O)N1CCN(c2c(N3CCN(c4cccc(C)c4C)CC3)c(=O)c2=O)CC1,4,0
COc1ccc(CCNC(=O)Cc2cc3c(cc2[N+](=O)[O-])OCO3)cc1OC,11,3
O=C(c1ccc(CS(=O)Cc2cccc(Cl)c2)o1)N1CCN(c2ccc(F)cc2)CC1 (configuration not stated),22,2
O=c1c2[nH]c3ccc(Cl)cc3c2ncn1Cc1ccccn1,-32,-1
Cc1ccc(/C(N)=N/OC(=O)COc2cccc3ccccc23)cc1,15,1
O=C(NC1(C(=O)O)CCCC1)C(Cl)Cl,-7,2
CNC(=O)C1CN(C(=O)c2nn(Cc3ccccc3)c(=O)c3ccccc23)c2ccccc2O1 (configuration not stated),10,-3
CCCc1c(-c2ccccc2F)ncn1CCc1ccccc1OC,5,-2
COCC1CCN(C(=O)c2ccc3oc(C(C)C)nc3c2)C1 (configuration not stated),9,1
O=C1OC(c2cccc3c(F)cccc23)c2ccccc21 (configuration not stated),0,-4
